S100A4 inh HTS = inhibitors of S100A4-myosin IIA peptide binding, primary screen, biochemical, fluorescence polarization, TAMRA-MyoIIA peptide | inhibition, % at 10.7 µM | Protein S100-A4 (Homo sapiens), P26447 | 360,000 tested, 0.14% active;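 active means mean inhibition of at least 70% across replicates, with every replicate also reaching that level; inconclusive means mean inhibition reaches 70% but some replicates fall short; inactive means mean inhibition below 70%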
Target sequence (P26447 whole entry, looked up): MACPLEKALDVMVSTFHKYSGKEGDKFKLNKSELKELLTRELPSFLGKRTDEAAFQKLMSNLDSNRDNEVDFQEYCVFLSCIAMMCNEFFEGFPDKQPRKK
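System – human S100A4 monomer protein, biochemical binding assay · Buffer or medium – Calcium-containing HEPES buffer, pH 7.2 · Timing – 5 min between mix addition and reading · Also added – TAMRA-labelled myosin IIA heavy-chain peptide probe, 5 nM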
PglD DTNB = C. jejuni PglD acetyltransferase inhibitors, primary screen, biochemical, DTNB colorimetric, single point. purified PglD enzyme, DTNB colorimetric CoA detection. 360,000 tested, 0.098% active. UDP-N-acetylbacillosamine N-acetyltransferase PglD (Campylobacter jejuni). inhibition, % at 12.5 µM; in the data active means inhibition above about 16%, passing the limit was not always enough; inconclusive means no clear call, values can overlap the other calls; further: strong numbers were not always called active
SIRT5 block = SIRT5 desuccinylase inhibitors, primary screen, biochemical, fluorescence imaging, single point, set 5; NAD-dependent protein deacylase sirtuin-5, mitochondrial (Homo sapiens), Q9NXA8; Purified SirT5, succinyl-peptide AMC, trypsin-coupled fluorescence; inhibition, % at 15 µM; 330,000 tested, 1.1% active; AID 652115, 2013; in the data active means inhibition above about 15%; inconclusive means no clear call, values can overlap the other calls
Target sequence (Q9NXA8 whole entry, looked up): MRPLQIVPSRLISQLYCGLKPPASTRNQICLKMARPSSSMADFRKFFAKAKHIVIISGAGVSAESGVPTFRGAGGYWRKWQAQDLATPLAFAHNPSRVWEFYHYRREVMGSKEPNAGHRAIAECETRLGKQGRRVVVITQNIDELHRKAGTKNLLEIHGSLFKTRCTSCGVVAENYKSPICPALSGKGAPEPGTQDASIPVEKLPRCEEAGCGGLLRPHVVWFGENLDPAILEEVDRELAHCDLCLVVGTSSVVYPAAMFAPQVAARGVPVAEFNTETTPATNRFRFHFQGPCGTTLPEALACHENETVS
ERp5 block = inhibitors of ERp5-driven insulin aggregation, primary screen, biochemical, turbidity, absorbance 650 nm, single point; 90 min; 350,000 tested, 0.05% active; inhibition, % at 9.99 µM; AID 651711, 2012; Protein disulfide-isomerase A6 (Homo sapiens), Q15084;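 active means mean replicate inhibition above about 25%, with every replicate also reaching it, limit read from the data, passing the limit was not always enough; inconclusive means only one of those two criteria met; inactive means neither criterion met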
E-sel inducer = E-selectin induction in HUVECs, primary screen, imaging, HUVEC, immunofluorescence imaging, single point. 260,000 tested, 0.37% active. AID 686992, 2013. P16581. normalized: neutral wells 0, TNF-alpha wells 100. activation, % at 7.58 µM;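 active means mean E-selectin-positive cell signal at least 10% of the positive control, reached in at least 60% of replicates, without over 20% cell loss; inconclusive means no rule given, readout overlaps actives, possibly toxicity-flagged; inactive means the rest, including those meeting only one limit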;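 further: in these data hits start at about 27%; measured in HUVEC primary endothelial cells; signal is the percent of cells scored E-selectin positive by PE staining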
Target sequence (P16581 whole entry, looked up): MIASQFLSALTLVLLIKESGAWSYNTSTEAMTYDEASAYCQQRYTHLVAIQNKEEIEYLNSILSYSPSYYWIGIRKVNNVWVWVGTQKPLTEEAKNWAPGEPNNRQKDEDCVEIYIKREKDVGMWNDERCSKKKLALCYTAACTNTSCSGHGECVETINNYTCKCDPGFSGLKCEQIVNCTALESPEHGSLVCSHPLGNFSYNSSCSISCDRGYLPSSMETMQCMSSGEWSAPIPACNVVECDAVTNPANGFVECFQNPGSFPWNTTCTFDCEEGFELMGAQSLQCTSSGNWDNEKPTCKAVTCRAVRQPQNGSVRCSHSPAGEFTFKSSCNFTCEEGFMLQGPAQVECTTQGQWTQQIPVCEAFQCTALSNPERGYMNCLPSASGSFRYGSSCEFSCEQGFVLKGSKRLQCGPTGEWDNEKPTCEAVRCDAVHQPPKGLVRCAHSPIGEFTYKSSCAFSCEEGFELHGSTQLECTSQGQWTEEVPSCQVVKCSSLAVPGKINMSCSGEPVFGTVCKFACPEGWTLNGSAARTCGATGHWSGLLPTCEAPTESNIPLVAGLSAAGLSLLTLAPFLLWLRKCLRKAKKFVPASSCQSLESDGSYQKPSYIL
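Assay system: HUVEC primary endothelial cells. Input: 3,000 HUVEC seeded per well. Doses: one compound dose added by pin transfer. Read-out basis: % PE-positive cells. Benchmarks: TNF-alpha high, DMSO low. Detection: immunofluorescence imaging. Buffer or medium: EGM-2, gelatin.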
C2C12 statin = suppressors of statin myotoxicity in C2C12 myotubes, primary screen, cell-based, single point, plate reader. AID 602340, 2012. C2C12 myotubes + simvastatin, ATP luminescence, 48 h; scaled: DMSO 0, geranylgeraniol control 100. rescue of ATP level, % at 7.49 µM. 330,000 tested, 0.78% active;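 active means mean ATP rescue above about 67%, or every replicate alone reaching that limit, limit read from the data, passing the limit was not always enough; inconclusive means no clear call, values can overlap the other calls; inactive means mean under the limit and some replicate under it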;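 further: myotubes were challenged with 10 µM simvastatin during compound exposure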
DENV2 CPE = inhibitors of DENV2 cytopathic effect, primary screen, cell-based, plate reader, single concentration; AID 651640, 2012; 350,000 tested, 1.7% active; DENV2-infected cells, cytopathic effect rescue; CPE inhibition, % at 9.99 µM; in the data active means CPE inhibition above about 20%, passing the limit was not always enough; inconclusive means no clear call, values can overlap the other calls; tested in BHK-21 cells;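 further: 0% = median of neutral control wells and 100% = median of positive control wells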
An asterisk follows results filed as active; ? = inconclusive; . = no result given; & = joins results of further samples. The list is partial; count on the stated rates, not on these rows.

compound | SIRT5 block | C2C12 statin | S100A4 inh HTS | E-sel inducer | ERp5 block | PglD DTNB | DENV2 CPE
O=C(NCCCCc1ccccc1)Nc1cccc(F)c1 | -4 | -20 | 0 | 0.0 | 3 | 7 | ?
CCCCSCCCNC(=O)Nc1ccc(C)c(C)c1 | -1 | 7 | -5 | 6.8 | 0 | . | -4
COc1cc(-c2nnc(NC(=O)CS(=O)(=O)c3ccc(F)cc3)o2)cc(OC)c1OC | 0 | 13 | 8 | -0.1 | -11 | -1 | 0
CN(CC(=O)Nc1ccccc1C(F)(F)F)C(=O)c1cc(-c2cccs2)nn1-c1ccccc1 | -2 | . | 3 | 0.5 | 5 | . | 4
CCC(=O)N1C[C@H](C)[C@H](OC)CN(C)C(=O)c2cc(NC(=O)c3cnccn3)ccc2OC[C@H]1C | -1 | 9 | -12 | 0.3 | 0 | 2 | 25*
CC(C)(C)c1ccc(/C=N/NC(=S)NC2CCCCC2)cc1 | . | . | 6 | . | 4 | . | 15
CC(=O)N/C(=C\c1ccc(C)o1)C(=O)NCc1ccccc1 | 4 | 9 | 3 | . | -4 | -1 | 9
O=C(O)c1ccc(Sc2ccccn2)c([N+](=O)[O-])c1 | 0 | . | -1 | . | 2 | 1 | 5
Cc1ccc(-c2ccc3c(c2)O[C@@H](CN(C)C(=O)Nc2ccc(F)cc2)[C@@H](C)CN([C@@H](C)CO)S3(=O)=O)cc1 | 11 | 8 | 3 | -0.1 | -13 | -1 | 30*
CCOc1cc(CNCCO)ccc1OCC(=O)NC(C)(C)C | -2 | . | 0 | . | -6 | -1 | 5
Clc1nc2ccccc2cc1/C=N/Nc1nc2ccccc2[nH]1 | -2 | . | 2 | . | -3 | . | -7
CCS(=O)(=O)N1Cc2cc(C(=O)NCCOC)nc(-c3cccc(-c4ccncc4)c3)c2[C@@H]1CCO | 5 | -9 | 0&1 | 0.2&0.1 | 6&3 | 2 | -7&11
COc1ccc(N2CCN(C(=O)c3cc(=O)c4cc(Cl)ccc4o3)CC2)cc1 | 1 | 5 | 6 | 0.0 | -4 | 1 | ?
Cc1ccc(S(=O)(=O)Nc2cccc3c2O[C@@H](CN(C)S(C)(=O)=O)[C@@H](C)CN([C@@H](C)CO)C3=O)cc1 | 4 | -38 | 11 | -0.1 | 0 | 3 | 6
Cc1ccc(S(=O)(=O)Nc2ccc3c(c2)C(=O)N([C@H](C)CO)C[C@H](C)[C@@H](CN(C)Cc2ccc(Cl)c(Cl)c2)O3)cc1 | 2 | 6 | -24 | -0.3 | -1 | -1 | -3
O=C(Nc1ccsc1C(=O)N1CCCCCC1)c1ccccc1 | -6 | 7 | -2 | . | -1 | -1 | .
COc1ccc(OCc2cc(C(=O)N3CCCC(O)C3)no2)c2ccccc12 (centres undefined) | -5 | . | -1 | -0.1 | 0 | 8 | 4
O=C(NC1CCCCC1)Oc1cc2oc(=O)sc2cc1Br | 2 | . | 0 | . | -2 | . | -7
C[C@H](CO)N1C[C@H](C)[C@@H](CN(C)Cc2cccc(F)c2)Oc2ncc(C#CCc3ccccc3)cc2C1=O | 9 | -21 | -7 | -0.1 | -1 | 3 | -9
Cc1ccc(S(=O)(=O)N[C@@H]2CC[C@H](CC(=O)NC3CCCCC3)O[C@H]2CO)cc1 | -5 | 6 | 5 | 0.0 | 1 | -1 | 0

Ordered by the number under S100A4 inh HTS (lowest first): 3 of the compounds above.
structure,S100A4 inh HTS
CCC(=O)N1C[C@H](C)[C@H](OC)CN(C)C(=O)c2cc(NC(=O)c3cnccn3)ccc2OC[C@H]1C,-12
COc1ccc(OCc2cc(C(=O)N3CCCC(O)C3)no2)c2ccccc12 (centres undefined),-1
CC(C)(C)c1ccc(/C=N/NC(=S)NC2CCCCC2)cc1,6

More results follow:
compound | SIRT5 block | C2C12 statin | S100A4 inh HTS | E-sel inducer | ERp5 block | PglD DTNB | DENV2 CPE
C[C@@H]1CN([C@@H](C)CO)C(=O)c2cccc(NC(=O)Nc3ccc(C(F)(F)F)cc3)c2O[C@H]1CN(C)C(=O)Nc1ccccc1 | 3 | 3 | -3 | -0.5 | -2 | 3 | 6
Cc1ccc(N2CC(C(=O)Nc3ccc(S(=O)(=O)Nc4ncccn4)cc3)CC2=O)cc1C (centres undefined) | . | -4 | 0 | 0.0 | 4 | 2 | 6
CN(C)S(=O)(=O)c1ccc(Cl)c(C(=O)Nc2cccc3ncccc23)c1 | -5 | 1 | -5 | . | 1 | -3 | -2
O=C(c1cn(-c2ccccc2)nc1-c1ccc(F)cc1)N1CCCCC1 | -2 | . | 0 | . | ? | . | 3
CCN(CC)CCOc1ccc(/C(=C(\Cl)c2ccccc2)c2ccccc2)cc1 | -12 | 2 | 8 | -0.3 | 0 | -5 | ?
CCOC(=O)C1CCCN(C(=O)c2cc(F)ccc2C)CC1 (centres undefined) | . | 4 | 1 | . | -5 | 2 | 7
OCC1OC(n2cnc3c(/C=C(\O)c4ccccc4)ncnc32)C(O)C1O (centres undefined) | . | . | 13 | 5.2 | 3 | . | ?
C[C@@H]1CN([C@@H](C)CO)C(=O)Cc2cc(NC(=O)Nc3ccccc3)ccc2O[C@@H]1CN(C)Cc1ccccc1 | 2 | -39 | 9 | . | 4 | 1 | 2
CC(C)C(=O)Nc1ccc2c(c1)nc(CCN1CCN(c3ccccc3)CC1)n2C | 1 | -24 | 5 | 2.4 | 3 | -5 | 6
Cc1ccc(Cc2c(-c3ccc(F)cc3)nc3cc(C)ccn23)cc1 | 15* | 23 | -7 | 0.0 | 2 | 1 | -3
O=C(NC1CCCC1)c1cc(-c2ccc(F)cc2)on1 | -1 | -29 | 5 | . | -1 | -1 | 11
CCn1c(SCC(=O)Nc2nc(C)c(C)s2)nnc1-c1cccnc1 | -2 | 32 | 6 | . | 4 | -1 | -7
COc1ccc(NC(=O)N(C)C[C@@H]2Oc3c(NC(=O)Nc4ccccc4)cccc3C(=O)N([C@H](C)CO)C[C@@H]2C)cc1 | 9 | -12 | 0 | -0.6 | 2 | 1 | -10
CN1C(=O)c2cccc3c(S(=O)(=O)N4CCCC4C(=O)O)ccc1c23 (centres undefined) | -1 | -77 | -2 | . | 1 | -2 | ?
CC1CCN(S(=O)(=O)c2ccc3ncn(CC(=O)N4CCN(C)CC4)c(=O)c3c2)CC1 | -3 | . | -12 | . | -7 | . | -9
CCC(=O)N1C[C@H](O)COC[C@@H]2O[C@H](CC(=O)NCc3ccccc3Cl)CC[C@H]21 | 0 | -4 | -4 | 0.0 | -1 | -2 | -1
Cc1ccc2c(COC(=O)CNS(=O)(=O)c3ccccc3)cc(=O)oc2c1 | -6 | 6 | 2 | . | 1 | 3 | -7
COc1cccc(NC(=O)N2CC(=O)N3[C@H](CO)[C@H](c4ccc(C#CC5CCCCC5)cc4)[C@@H]3C2)c1 | 7 | . | 2 | -0.6 | -1 | . | -4
O=C(NCCC1=CCCCC1)C1CCC(=O)N(Cc2ccc(Cl)cc2)C1 (centres undefined) | 4 | . | 3 | . | 1 | 1 | -5
O=C1Nc2ccccc2Nc2ccc([N+](=O)[O-])cc21 | 0 | -2 | -3 | 0.2 | -3 | -1 | -5

(cont.)
compound | SIRT5 block | C2C12 statin | S100A4 inh HTS | E-sel inducer | ERp5 block | PglD DTNB | DENV2 CPE
O=C(C[C@@H]1CC[C@H](NC(=O)CCN2CCCCC2)[C@H](CO)O1)Nc1ccc(-c2ccccc2)cc1 | -1 | -4 | -4 | -0.1 | 0 | 3 | 10
CCS(=O)(=O)N1CCCCN2[C@H](CO)[C@@H](c3ccc(-c4ccc(C(=O)N(C)C)cc4)cc3)[C@@H]2C1 | 2 | 1 | . | -0.2 | -7 | 1 | .
O=C(Cc1ccncc1)NCC[C@@H]1CC[C@@H](NC(=O)C2CC2)[C@@H](CO)O1 | 1 | 1 | 10 | -0.5 | 3 | -1 | 8
NC(=O)CNC(=O)[C@@H]1CC2(CC(c3ccc(Cl)cc3)=NO2)CN1C(=O)c1ccccc1 (some centres undefined) | -6 | -1 | 0 | -0.1 | -4 | 5 | -15
CCCCCn1c(SCc2cccc(C)c2)nc2c1c(=O)[nH]c(=O)n2C | -1 | 6 | 0 | -0.3 | 2 | . | 1
C[C@H](NC(=O)C[C@H]1C=C[C@H](NS(=O)(=O)c2cccc(F)c2)[C@@H](CO)O1)c1ccccc1 | 0 | -1 | 5 | -0.2 | 1 | -4 | -5
C[C@@H]1CCCCO[C@@H](CN(C)C(=O)Nc2ccccc2)[C@@H](C)CN([C@@H](C)CO)C(=O)c2cc(NC(=O)NC3CCCCC3)ccc2O1 | 8 | . | 2 | . | -1 | 0 | 3
C[C@H](CO)N1C[C@H](C)[C@H](CN(C)Cc2ccc3c(c2)OCO3)OCCCC[C@H](C)Oc2ccc(NS(=O)(=O)c3cccs3)cc2C1=O | . | . | . | 0.4 | . | 2&1 | -13&-5
CC(=O)c1cccc(NS(C)(=O)=O)c1 | -2 | . | -15 | -0.2 | 1 | . | 0
O=C1NC(c2ccncc2)Nc2sc3c(c21)CCCC3 (centres undefined) | 15* | . | -4 | . | 6 | . | -8
COc1ccc2cc(C#N)c(N3CCOCC3)nc2c1 | 9 | -5 | 2 | . | -1 | -5 | 2
COc1ccccc1NC(=O)N1C[C@H](O)COC[C@@H]2O[C@H](CC(=O)NCc3ccccc3)CC[C@H]21 | 1 | -2 | -1 | 0.3 | -1 | -2 | 1
C[C@H]1CN([C@@H](C)CO)C(=O)c2cccc(NS(=O)(=O)c3cn(C)cn3)c2O[C@@H]1CN(C)S(=O)(=O)c1cn(C)cn1 | -6 | 5 | 1 | 0.1 | 15 | 1 | -5
COC(=O)[C@@H]1C[C@H]2CC[C@H](O)C[C@H]2N1Cc1ccc(-c2ccccc2)cc1 | . | -21 | -14 | 0.0 | 3 | -6 | 18
Cc1ccccc1S(=O)(=O)N1[C@H](CO)[C@@H](c2ccc(-c3ccccc3)cc2)[C@@H]1C#N | 7 | -10 | -6 | -0.1 | 3 | 5 | -4
Cc1ccccc1Nc1nnc(SCC2CCCCO2)s1 (centres undefined) | -2 | 8 | -4 | . | 1 | -5 | -1
Cc1cc(C)c2c(=O)n3c(nc2c1)C(Cc1ccccc1)NC(=O)c1cccnc1-3 (centres undefined) | -3 | 40 | -10 | 0.0 | -5 | 1 | -2
CC(C)CCOc1ccc(C(=O)NNC(=O)CNC(=O)c2ccccc2F)cc1 | . | 4 | 0 | 0.4 | 2 | 3 | 9
CCCCCCCn1c2c(c(=N)c3c1CCC3)CCCC2 | -2 | . | 2 | 0.0 | 6 | . | 3
CCn1ccc(C(=O)Nc2ncc(C)s2)n1 | -5 | -4 | 0 | 0.3 | 11 | 0 | 17
O=C(O)c1ccc(/C=N/Nc2ncc(Cl)cc2Cl)cc1 | 3 | -12 | -4 | -0.1 | 1 | -2 | 5
Cc1nnc2n(-c3ccccc3)c(=O)c3c4c(sc3n12)CCCC4 | -5 | 12 | 2 | . | -3 | -1 | -1
C[C@@H]1CN([C@@H](C)CO)S(=O)(=O)c2ccc(Br)cc2O[C@@H]1CN(C)C | -1 | 2 | 0 | 0.0 | -8 | -1 | -5

Bioassay records (PubChem BioAssay)
